Assay outcomes deposited in PubChem by several laboratories.
ANO1 activ = activates or potentiates the mouse TMEM16A chloride channel | Q8BHY3 | HEK293 TMEM16A/YFP-H148Q/I152L, iodide quench fluorescence; active compounds read low | B-score at 10 µM | hit rate 0.3% among 340,000;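 active means fluorescence-ratio B-score plate-corrected deviation score at least 3 library SD below zero, with starting fluorescence score within 5 deviations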;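 further: channel opened by trigger with iodide after compound preincubation; score built on the fluorescence ratio of max minus min over baseline; more negative score means more quench and so TMEM16A activation or potentiation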
DYRK1A inh = blocks rat Dyrk1A kinase activity; inhibition, % at 12.5 µM; hit rate 0.43% among 310,000; ADP-Glo luminescence, NFATc1 peptide; AID 504441; Q63470; in the data active means inhibition above about 50%;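 further: plate controls were vehicle with enzyme for no effect and no enzyme for full effect; many of its hits are not listed in these tables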
KCNK9 block = inhibitors of human KCNK9 two-pore domain potassium channel. HEK293 KCNK9, FluxOR thallium flux fluorescence; active compounds read low. B-score at 10 µM. Q9NPC2. hit rate 1.2% among 310,000;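 active means ratio B-score over 3 SD below the library mean, with starting fluorescence within 5 SD of its mean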;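 further: negative B-score means less thallium flux so channel inhibition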
KCNK3 block = human KCNK3 channel inhibition, primary screen; CHO-KCNK3 thallium flux, FluxOR fluorescence; active compounds read low; hit rate 0.84% among 340,000; B-score at 10 µM; O14649;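 active means B-score under library mean minus 4 SD, starting fluorescence ratio at most library mean plus 5 SD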;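 further: more negative B-score means stronger inhibition of thallium flux through KCNK3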
TRPC4 act = TRPC4 (mouse) channel activation; HEK293 TRPC4beta/mu-opioid, Fluo4 calcium fluorescence; active compounds read high; hit rate 0.49% among 310,000; B-score at 10 µM; Q9QUQ5; AID 2237;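 active means B-score above 5 SD of library B-scores, and initial fluorescence ratio not above library mean plus 5 SD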;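 further: positive B-score marks a calcium rise read as TRPC4 activation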
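Assay system: HEK293 stable line with TRPC4beta plus mu-opioid receptor. Times: dye 45 min RT, read 110 s. Measured by: kinetic Fluo4 calcium fluorescence. Measure: B score of integrated ratio. Controls: assay buffer as low control, maximal DAMGO as high control.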
hERG protect = compounds protecting human hERG from proarrhythmic drug block | hit rate 0.51% among 310,000 | activation (rescue from dofetilide block), less the hit threshold, % at 10 µM | CHO-hERG, FluxOR thallium flux, dofetilide IC70 present | Q12809;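 active means activation above the mean of controls blocked by dofetilide plus 5 SD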;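 further: thallium influx through hERG after potassium depolarization seen as dye fluorescence rise; in these data hits start at about 4.7%; inactives centre near -7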
Target sequence (Q12809 whole entry, looked up): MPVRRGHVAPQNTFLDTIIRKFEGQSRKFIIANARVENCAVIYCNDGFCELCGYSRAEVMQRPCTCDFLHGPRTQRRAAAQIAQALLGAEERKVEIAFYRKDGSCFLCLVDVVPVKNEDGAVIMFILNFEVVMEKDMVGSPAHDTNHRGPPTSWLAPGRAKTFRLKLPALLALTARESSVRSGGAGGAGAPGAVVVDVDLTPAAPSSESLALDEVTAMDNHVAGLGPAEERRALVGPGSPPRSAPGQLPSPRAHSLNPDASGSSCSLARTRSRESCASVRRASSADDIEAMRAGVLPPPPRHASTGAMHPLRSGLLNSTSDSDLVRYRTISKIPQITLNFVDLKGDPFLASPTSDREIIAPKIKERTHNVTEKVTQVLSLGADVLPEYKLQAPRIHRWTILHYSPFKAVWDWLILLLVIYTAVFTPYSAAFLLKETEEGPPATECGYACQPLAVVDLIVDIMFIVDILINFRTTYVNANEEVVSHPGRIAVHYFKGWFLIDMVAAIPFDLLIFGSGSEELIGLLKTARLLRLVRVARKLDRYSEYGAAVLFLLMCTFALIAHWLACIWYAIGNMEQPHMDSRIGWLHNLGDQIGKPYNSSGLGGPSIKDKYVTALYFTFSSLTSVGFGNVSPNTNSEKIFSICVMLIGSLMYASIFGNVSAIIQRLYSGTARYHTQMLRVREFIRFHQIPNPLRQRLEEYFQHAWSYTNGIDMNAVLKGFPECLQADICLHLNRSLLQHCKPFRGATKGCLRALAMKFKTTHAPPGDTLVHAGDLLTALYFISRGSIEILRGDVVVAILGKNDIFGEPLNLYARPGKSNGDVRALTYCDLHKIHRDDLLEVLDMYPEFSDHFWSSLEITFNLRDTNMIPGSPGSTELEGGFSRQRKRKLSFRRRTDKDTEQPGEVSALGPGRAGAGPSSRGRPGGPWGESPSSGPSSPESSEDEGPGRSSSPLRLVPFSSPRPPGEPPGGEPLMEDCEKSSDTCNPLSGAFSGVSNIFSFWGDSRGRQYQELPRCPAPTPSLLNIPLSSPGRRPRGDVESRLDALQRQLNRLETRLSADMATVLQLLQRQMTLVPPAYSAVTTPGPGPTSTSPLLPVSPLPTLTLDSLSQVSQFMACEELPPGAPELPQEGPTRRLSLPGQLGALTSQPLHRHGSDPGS
HDAC3 inh = blocks human histone deacetylase 3; recombinant HDAC3, fluorogenic peptide/trypsin coupled, fluorescence; inhibition, % at 8.3 µM; hit rate 0.15% among 320,000; AID 2718; in the data active means inhibition above about 26%, passing the limit was not always enough; inconclusive means no clear call, values can overlap the other calls
KCNQ1 inh = human KCNQ1 channel inhibition; B-score at 10 µM; P51787; hit rate 1.3% among 310,000; AID 2642; CHO-K1 KCNQ1, FluxOR thallium flux fluorescence; active compounds read high;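 active means compounds whose thallium flux B-score, printed positive for inhibition, exceeds three library SD while starting fluorescence stays within three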;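 further: channel opened by potassium depolarization with thallium stimulus after 20 min compound exposure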
KCNQ1 pot = human KCNQ1 channel potentiation or activation. AID 2648. hit rate 0.35% among 310,000. B-score at 10 µM. CHO-K1 KCNQ1, thallium flux FluxOR fluorescence; active compounds read high. P51787;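 active means fluorescence ratio B-score, a plate-corrected score, at least three library SD, with initial intensity B-score within 5 SD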
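Assay system: CHO-K1 cells stably expressing KCNQ1; Medium: assay buffer with matched DMSO; Also added: K+/Tl+ depolarizing stimulus; Dosing: single dose; Timing: dye 90 min, compound 20 min, room temperature; Measured by: kinetic FluxOR thallium fluorescence, 10-s 1-Hz baseline, 110-s post-stimulus read; Read-out: peak-minus-minimum fluorescence over initial fluorescence, negative-control normalized, B-scored.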
TRPC4 PAM = allosteric potentiators of mouse TRPC4 channel | Q9QUQ5 | HEK293 TRPC4beta/mu-opioid, DAMGO EC20, Fluo-4 Ca2+ flux; active compounds read high | B-score at 10 µM | hit rate 0.42% among 310,000 | AID 2227;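 active means B-score of calcium response area above 5 SD of library B-scores, with initial fluorescence ratio within 5 SD of library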;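 further: B-score of integrated fluorescence ratio over time as area under calcium response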
ANO1 block = blocks the mouse calcium-activated chloride channel TMEM16A | HEK293 TMEM16A/YFP iodide influx fluorescence, ionomycin | hit rate 1.2% among 310,000 | AID 588511 | normalized B-score (activity score, 25-100; higher = stronger inhibition) at 10 µM | Q8BHY3;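 active means ratio plate-corrected score three or more library SD toward inhibition, starting fluorescence score within five deviations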;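 further: score derived from kinetic fluorescence span divided by baseline fluorescence per well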
* = called active by the depositor; i = inactive; ? = inconclusive; / = no result given.

SMILES	ANO1 activ	DYRK1A inh	KCNK9 block	KCNK3 block	TRPC4 act	hERG protect	HDAC3 inh	KCNQ1 inh	KCNQ1 pot	TRPC4 PAM	ANO1 block
O=S(=O)(Nc1cccc(-c2ccc(N3CCCCCC3)nn2)c1)c1ccc(F)cc1	i	1	i	i	i	-7	3	i	i	i	i
O=C(NNc1ccccc1)Nc1ccccc1F	i	4	i	i	i	-6	-1	i	i	i	i
CCCCn1c(N)c(N(CC(C)C)C(=O)c2ccc(C)c(S(=O)(=O)N3CCCCC3)c2)c(=O)[nH]c1=O	i	6	i	i	i	-12	/	i	i	i	i
COc1ccc(NC(=O)CN(C)C(=O)CCCc2nc3ccccc3c(=O)[nH]2)cc1	i	7	i	i	i	-7	-6	i	i	i	i
CC(C)CCNC(=O)CN(C(=O)CCC(=O)Nc1nccs1)c1ccc2c(c1)OCCO2	i	-2	i	i	i	-2	5	i	i	i	i
Cc1oc(-c2ccc(Cl)cc2)nc1CS(=O)CC(=O)NC1CCCC1 (stereo not given)	i	-12	i	i	i	-3	4	i	i	i	i
Cc1cccc(NC(=O)CN2C(=O)NC(Cc3ccccc3)C2=O)c1 (stereo not given)	i	0	i	i	i	-7	0	i	i	i	i
CCc1ccc(C(=O)OCC(=O)Nc2cccc(S(=O)(=O)NC3=NCCCCC3)c2)cc1	i	-4	i	i	i	-6	2	i	i	i	i
OC1(c2ccccc2)c2ccccc2-c2ncccc21 (stereo not given)	i	-1	i	i	i	-3	3	i	i	i	i
O=C(NCc1ccc(Cl)cc1)C1CCN(S(=O)(=O)c2cc([N+](=O)[O-])ccc2Cl)CC1	i	-3	i	i	i	-5	-3	i	i	i	i
COc1ccc(-n2c(SCC(=O)Nc3nccs3)nnc2-c2ccccc2)cc1	i	-3	i	i	i	-10	-3	i	i	i	i
CCSc1nc2sc3c(c2c(=O)n1-c1ccccc1)CCN(C)C3	i	-4	i	i	i	-5	2	i	i	i	i
O=c1cc(-c2ccccc2[N+](=O)[O-])oc2ccccc12	i	/	i	i	i	-14	-6	i	i	i	i
CCOC(=O)Nc1ccc2c(c1)nc(CN1CCCCC1)n2C	i	-4	i	i	i	-9	-2	i	i	i	i
Cc1ccc(C(=O)OCC(=O)NC(=O)c2ccc(C(C)(C)C)cc2)c(O)c1	i	4	i	i	i	-7	-5	i	i	i	i
CC(C)CCn1nnnc1CN1CCN(C(c2ccccc2)c2ccccc2)CC1	i	-3	i	i	i	-11	8	i	i	i	i
O=C(N/C(=C\c1ccccc1)C(=O)N1CCOCC1)c1ccccc1Br	i	-2	i	i	i	-4	-2	i	i	i	i
Cc1ccc(/C=N/NC(=O)c2nnn(-c3nonc3N)c2C(C)C)s1	i	-7	i	i	i	-7	-8	i	i	i	i
CCOc1ccccc1NC(=O)Nc1ccc(OC)nc1	i	-1	i	i	i	-10	3	i	i	i	i
O=C(Nc1c(-c2ccccc2)nc2c(Br)cc(Br)cn12)c1ccco1	i	3	i	i	i	-2	4	i	i	i	i
CCOC(=O)/C=C1\SCC(=O)N1CC(O)CN1C(=O)CS/C1=C\C(=O)OCC	i	-6	i	i	i	-7	-6	i	i	i	i
O=C1C2C(C(=O)N1Cc1cccnc1)C1C=CC2C12CC2 (stereo not given)	i	3	i	i	i	-6	4	i	i	i	i
CC(=O)c1ccccc1Oc1ncnc(N)c1[N+](=O)[O-]	i	0	i	i	i	-4	6	i	i	i	i
CC1CCc2c(nc3ncnn3c2NCCN(C)C)C1 (stereo not given)	i	3	i	i	i	4	-6	i	i	i	i
Cc1cnc(NC(=O)[C@H](C)N2C(=O)C3CCCCC3C2=O)s1 (stereo not given in full)	i	-1	i	i	i	-12	-9	i	i	i	i
SMILES	ANO1 activ	DYRK1A inh	KCNK9 block	KCNK3 block	TRPC4 act	hERG protect	HDAC3 inh	KCNQ1 inh	KCNQ1 pot	TRPC4 PAM	ANO1 block
CCOC(=O)/C=C1\NC2(CCCCC2)Cc2cc(OC)c(OC)cc21	i	/	i	i	i	1	-1	i	i	i	i
CN=C1S/C(=C\c2c(OC)cc(OC)cc2OC)C(=O)N1C	i	2	i	i	i	-7	-8	i	i	i	i
CC(C)(C)CC(C)(C)NCC(O)COc1c(F)cc(Br)cc1F (stereo not given)	i	3	/	i	/	/	6	/	/	/	i
Cc1cccc(NC(=O)Cn2cnc3sc(C)c(S(=O)(=O)N4CCC(C)CC4)c3c2=O)n1	i	-3	i	i	i	2	0	i	i	i	i
O=C(c1cccs1)N1CCN=C1SCc1ccccc1	i	2	i	i	i	0	-2	i	i	i	i
OCCC1CN(Cc2cccc3nccnc23)CCN1C1CCCC1 (stereo not given)	i	-5	i	i	i	-3	1	i	i	i	i
CC(=O)Nc1ccc(S(=O)(=O)N(C)CC(=O)N/N=C/c2cccs2)cc1	i	0	i	i	i	-8	4	i	i	i	i
CN(C)S(=O)(=O)c1cccc(NC(=O)CNC2CCCCC2)c1	i	-4	i	i	i	-9	-5	i	i	i	i
O=C(COc1ccc(F)cc1)N(CC1=CCS(=O)(=O)C1)c1ccccc1	i	2	i	i	i	-9	-2	i	i	i	i
CCOc1ccc(/C(O)=C2/C(=O)C(=O)N(c3ncccn3)C2c2ccc(C)cc2)cc1 (stereo not given)	i	-5	i	i	i	-2	5	i	i	i	i
O=C(CN1CCN(c2ccc(F)cc2)CC1)c1ccc2c(c1)OCO2	i	-10	i	i	i	-5	4	i	i	i	i
CC(C)OC(=O)CSc1nnc(-c2ccccn2)n1-c1ccccc1	i	2	i	i	i	-5	2	i	i	i	i
O=C(CN1CCN(c2ccccn2)CC1)Nc1cccc(C(F)(F)F)c1	i	-2	i	i	i	1	1	i	i	i	i
Cc1[nH]c(C(=O)O)c(C#N)c1C(=O)c1ccccc1	i	2	i	i	i	-4	-5	i	i	i	i
Cc1cccc(NC(=O)Nc2cc(C)cc(C)n2)c1	i	-51	i	i	i	-3	-7	i	i	i	i
Cc1cc2cc(CNC(=O)CCC(=O)O)ccc2n1C	i	-2	i	i	i	-7	3	i	i	i	i
COC(=O)Cc1c(C)c2ccc(OC(=O)c3ccccc3)cc2oc1=O	i	0	i	i	i	-12	7	i	i	i	i
COc1ccc(-c2cc(C(=O)NCCCN3CCOCC3)c3ccccc3n2)cc1OC	i	3	i	i	i	0	/	i	i	i	i
CCOC(=O)C1CCCN(C(=O)c2ccc(CS(=O)(=O)c3ccc(C)cc3)o2)C1 (stereo not given)	i	1	i	i	i	-5	5	i	i	i	i
Cc1cc(C)c2cc(C(=O)Nc3ccc(C)c(F)c3)[nH]c2c1	i	0	i	i	i	-9	2	i	i	i	i
CC(C)(C)C(=O)Nc1cc2c3c(c1)CC(=O)N3CCC2	i	-2	i	i	i	-11	0	i	i	i	i
CC(C)(C)c1ccc(C(=O)Nc2nnc(Cc3c[nH]c4ccccc34)s2)cc1	i	-3	i	i	i	-6	1	i	i	i	i
COc1ccc(C(=O)Nn2c(SCC(=O)NC3CCCC3)nc3ccccc3c2=O)cc1	i	5	i	i	i	-3	8	i	i	i	i
COC(=O)c1c(NC(=O)CN2C(=O)NC(CCc3ccccc3)C2=O)sc2c1CCCCC2 (stereo not given)	i	-4	i	i	i	-5	17	i	i	i	i
CCOc1ccc(S(=O)(=O)NCCC(=O)NCC(c2ccc(F)cc2)N2CCOCC2)cc1 (stereo not given)	i	-1	i	i	i	-20	?	i	i	i	i

Quoted at random: 4 entries already listed
SMILES	ANO1 activ	DYRK1A inh	KCNK9 block	KCNK3 block	TRPC4 act	hERG protect	HDAC3 inh	KCNQ1 inh	KCNQ1 pot	TRPC4 PAM	ANO1 block
OCCC1CN(Cc2cccc3nccnc23)CCN1C1CCCC1 (stereo not given)	i	-5	i	i	i	-3	1	i	i	i	i
COC(=O)c1c(NC(=O)CN2C(=O)NC(CCc3ccccc3)C2=O)sc2c1CCCCC2 (stereo not given)	i	-4	i	i	i	-5	17	i	i	i	i
CC(C)(C)C(=O)Nc1cc2c3c(c1)CC(=O)N3CCC2	i	-2	i	i	i	-11	0	i	i	i	i
CC(C)(C)c1ccc(C(=O)Nc2nnc(Cc3c[nH]c4ccccc34)s2)cc1	i	-3	i	i	i	-6	1	i	i	i	i

(continued)
SMILES	ANO1 activ	DYRK1A inh	KCNK9 block	KCNK3 block	TRPC4 act	hERG protect	HDAC3 inh	KCNQ1 inh	KCNQ1 pot	TRPC4 PAM	ANO1 block
COc1ccc(OC)c(NC(=O)C(=O)c2cn(CC(=O)N3CCCC3)c3ccccc23)c1	i	5	i	i	i	-9	13	i	i	i	i
CCOc1ccc(-n2nc3ccc(N)cc3n2)cc1	i	/	i	i	i	-11	-1	i	i	i	i
Cc1ccccc1Nc1cc(C)c2c(O)cccc2n1	i	60*	i	i	72*	-22	4	7*	i	i	i
CCOC(=O)c1c(C)n(CC(O)CN(CC)CC)c2cc(Br)c(OC)cc12 (stereo not given)	i	8	i	i	i	-15	-3	i	i	i	i
N/C(CSc1ccccn1)=N\OCc1c(Cl)cccc1Cl	i	-2	i	i	i	-5	-3	i	i	i	i
CCOC(=O)c1ccccc1NC(=O)COc1cc(=O)n(CC)c2ccccc12	i	-3	i	i	i	-16	4	i	i	i	i
CC(=O)c1cc(-c2ccccc2)n(CCC(=O)NC2CCCCC2)c1C	i	-3	i	i	i	-3	-6	i	i	i	i
CCN(c1ccccc1)S(=O)(=O)c1ccc(OC)c(NC(=O)CNC)c1	i	7	i	i	i	-9	1	i	i	i	i
COc1ccc(S(N)(=O)=O)cc1C(N)=O	i	0	i	i	i	-6	0	i	i	i	i
COc1ccc(NC(=O)CCSc2ccc(F)cc2)cc1	i	2	i	i	i	-6	-2	i	i	i	i
Cc1cccc(C)c1OCC(O)CN (stereo not given)	/	1	i	i	163*	3	-1	i	i	i	i
Cc1cccc(Nc2cc(C)nc3ccccc23)c1	i	-2	i	i	i	-9	3	i	i	i	i
Cc1nnc(-c2ccccc2)o1	i	0	i	i	i	-9	-2	i	i	i	i
Cc1c(NC(=O)CSc2nnnn2Cc2ccccc2)c(=O)n(-c2ccccc2)n1C	i	3	i	i	i	-12	0	i	i	i	i
COc1ccc(Nc2cc(C)c3cc([N+](=O)[O-])ccc3n2)cc1	i	49	i	i	i	-3	3	i	i	i	i

Copied from the list:
`COc1ccc(S(N)(=O)=O)cc1C(N)=O` | HDAC3 inh = 0
`CCOc1ccc(-n2nc3ccc(N)cc3n2)cc1` | hERG protect = -11
`Cc1cccc(Nc2cc(C)nc3ccccc23)c1` | DYRK1A inh = -2

This is a subset; the hit share may differ from the screen's.
